A549 viability – counter-screen for Nrf2 inhibitors: cytotoxicity in A549 cells; A549 ARE-Fluc cells, CellTiter-Fluor viability, 18-24 h; Potency, µM (doses to about 46 µM), for the others: at the highest dose activity change, negative = cytotoxicity, hits mostly inhibitors; hit rate 0.16% among 390,000; note: potency is the fitted concentration of half-maximal effect; % is set by controls: 0 for no effect and ±100 for the full control effect
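Cytotoxicity counterscreen: CellTiter-Fluor fluorescence was measured in A549 ARE_Fluc cells after 18-24 h of compound exposure in a concentration series. The subsequent BugLite luminescent read reports ARE-luciferase activity.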
ATXN viability – cell viability loss in ATXN counter-screen; S2 cells (HEK-293 line with an ATXN2-luciferase reporter) viability, CellTiter-Fluor protease fluorescence, 24 h; Potency, µM (series often up to 56.7 µM), actives largely listed as cytotoxic; hit rate 0.49% among 400,000; note: potency is the fitted concentration of half-maximal effect; nearly all actives have a fitted effect of over 40% in size
EPAC2 agonist – agonists of human EPAC2 (RAPGEF4). Q8WZA2. EPAC2 activation, biochemical qHTS; response scale: 100% = 6.5 mM cAMP response. Potency, µM (doses to about 154 µM), for inactives: top-dose activation, usual class: activators. hit rate 0.079% among 360,000. AID 720711; note: potency is the fitted concentration of half-maximal effect; nearly all actives have a fitted effect of over 50% in size
Target sequence (Q8WZA2 whole entry, looked up): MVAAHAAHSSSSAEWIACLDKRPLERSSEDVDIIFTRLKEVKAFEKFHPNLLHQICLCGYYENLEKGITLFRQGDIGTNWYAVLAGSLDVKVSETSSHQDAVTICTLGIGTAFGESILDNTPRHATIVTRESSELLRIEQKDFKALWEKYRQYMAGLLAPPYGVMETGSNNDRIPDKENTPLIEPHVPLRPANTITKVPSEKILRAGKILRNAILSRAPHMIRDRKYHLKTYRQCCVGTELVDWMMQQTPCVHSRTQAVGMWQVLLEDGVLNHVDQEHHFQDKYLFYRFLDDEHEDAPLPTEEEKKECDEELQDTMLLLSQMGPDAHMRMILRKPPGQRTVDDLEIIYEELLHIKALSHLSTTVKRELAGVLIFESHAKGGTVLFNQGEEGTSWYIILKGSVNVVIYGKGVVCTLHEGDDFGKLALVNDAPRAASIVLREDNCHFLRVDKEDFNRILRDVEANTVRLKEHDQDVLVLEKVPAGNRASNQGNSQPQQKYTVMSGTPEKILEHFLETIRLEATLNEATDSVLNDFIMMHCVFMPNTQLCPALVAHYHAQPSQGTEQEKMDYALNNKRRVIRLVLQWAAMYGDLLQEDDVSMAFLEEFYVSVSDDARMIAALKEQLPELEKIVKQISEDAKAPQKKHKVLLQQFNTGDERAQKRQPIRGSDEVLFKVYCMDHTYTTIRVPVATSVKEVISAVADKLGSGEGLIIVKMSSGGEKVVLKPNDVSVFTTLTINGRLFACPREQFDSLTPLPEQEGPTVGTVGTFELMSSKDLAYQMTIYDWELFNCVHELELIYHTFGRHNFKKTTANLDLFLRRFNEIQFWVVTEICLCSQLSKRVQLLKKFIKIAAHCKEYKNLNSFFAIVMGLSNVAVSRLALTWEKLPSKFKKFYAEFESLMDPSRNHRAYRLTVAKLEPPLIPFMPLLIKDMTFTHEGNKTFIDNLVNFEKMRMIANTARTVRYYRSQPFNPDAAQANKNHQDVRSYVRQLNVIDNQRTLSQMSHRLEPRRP
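Guanine nucleotide exchange by EPAC2 is measured as reduced fluorescence of BODIPY-GDP once it is released from 250 nM Rap1B. Plates are read kinetically for 30 min at room temperature; results are scaled to 6.5 mM cAMP.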
Nrf2 activator – activates Nrf2 signaling. hit rate 0.31% among 410,000. AREc32 ARE-luciferase reporter (MCF7-derived line), luminescence, 24 h. Potency, µM (titrated, usually from 46.1 µM), inactives show at the highest dose activation, hits mostly activators; note: potency is the fitted concentration of half-maximal effect; % of control where 0% means no effect; nearly all actives have a fitted effect of over 65% in size
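Luminescent ARE reporter assay in AREc32_Fluc cells: overnight plating at 37 deg C, 24 hr compound incubation, Steady-Glo added, 30 min RT before reading.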
Nrf2 inh – Nrf2 pathway inhibition | AID 504444 | Potency, µM (series often up to 46 µM), for the others: top-dose activity change, negative = inhibition, most hits filed as inhibitors | hit rate 2.1% among 360,000 | A549 ARE-Fluc reporter, luciferase luminescence, 18-24 h; note: potency is the fitted concentration of half-maximal effect; % is set by controls: 0 for no effect and ±100 for the full control effect; nearly all actives have a fitted effect of over 60% in size
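A549 ARE_Fluc cells, 5000/well, 5% FBS OPTI-MEM; compounds in dose-response, 18-24 h at 37 °C/5% CO2; CellTiter-Fluor viability read (Ex 405/Em 525), then BugLite luciferase luminescence = Nrf2 activity.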
TGFb SMAD3 inh – blocks TGF-b signaling. HepG2 CAGA-GFP TGF-b/SMAD3 reporter, GFP fluorescence, 18 h; TGF-beta stimulated, 500 pg/mL final. Potency, µM (top dose mostly 46.1 µM), for the others: at the highest dose activity, negative = inhibition, usual class: inhibitors. hit rate 1.2% among 410,000. AID 588855; note: potency is the fitted concentration of half-maximal effect; % is set by controls: 0 for no effect and ±100 for the full control effect; nearly all actives have a fitted effect of over 65% in size
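HEPG2 CAGA-GFP, 1000 cells/well; 2 h settle, 37 C; cpd via pin tool; TGF-b 500 pg/mL final; 18 h, 37 C; GFP imaging ex488/em500-530; %Activity normalised to -TGF-b and +DMSO controls; CRC fit, curve class.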
HepG2 tox – kills HepG2 cells in TGF-b inhibitor counter-screen; Potency, µM (titrated, usually from 46.1 µM), for inactives: at the highest dose activity change, negative = cytotoxicity, hits mostly cytotoxic; AID 588856; HepG2 CAGA-GFP viability, ATP luminescence, 18 h; hit rate 0.76% among 410,000; note: potency is the fitted concentration of half-maximal effect; some results filed as inactive show a strong effect at the top dose
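HepG2 CAGA-GFP cells (1000/well, DMEM with 1% FBS) received compound, then TGF-beta at 500 pg/mL final, and were incubated 18 hours at 37 degrees C. Viability was read by CellTiter-Glo luminescence. Media-only wells were set as complete cell-killing and DMSO as no toxicity.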
ATXN2 expr inh – reduces ATXN2 reporter expression in HEK-293 cells; Potency, µM (titrated, usually from 57 µM), for inactives: at the highest dose activity change, negative = inhibition, actives largely listed as inhibitors; hit rate 0.72% among 360,000; HEK-293 ATXN2-luciferase reporter, luminescence, 24 h; note: potency is the fitted concentration of half-maximal effect; % is set by controls: 0 for no effect and ±100 for the full control effect; nearly all actives have a fitted effect of over 55% in size
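qHTS (up to 57 uM final) was run with 24 h compound exposure of reporter cells at 37 °C. Each well was multiplexed: SteadyGlo luminescence measured ATXN2-luciferase expression after a fluorogenic Gly-Phe-AFC viability readout (25 uM final).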
IL2 activator – activators of IL-2; hit rate 0.065% among 360,000; AID 652025; activation, % (series mostly up to about 46 µM); IL-2 activation reporter assay, cell-based qHTS; stimulated with anti-CD3/CD4/CD28 beads; in transgenic mouse T cells; in the data active = activation above about 50%; inconclusive = mostly about 30% to 49%; note: 0% is about no effect
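Unstimulated transgenic mouse T cells, 750 per well, received compound and, after 60 minutes, anti-CD3/anti-CD4 bead plus anti-CD28 stimulation. EGFP and DsRed were quantified after 18 hours.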
* hit, by the source's call; i = inactive; ? = inconclusive; . = no result given; & = joins results of further samples; [ ] = another dose, or the depositor's remark. Unless noted, calls come from the whole dose curve; as a rule, active = well fitted curve in the direction sought with a large enough effect; inconclusive = small, poorly fitted or top-dose-only effect, or another doubt; inactive = no such curve, though single readings can be large; an effect the other way counts as inactive or inconclusive.

SMILES	A549 viability	ATXN viability	EPAC2 agonist	Nrf2 activator	Nrf2 inh	TGFb SMAD3 inh	HepG2 tox	ATXN2 expr inh	IL2 activator
Cc1ccc(C)c(Cn2c(=O)n(CCC(=O)NCc3ccco3)c(=O)c3ccccc32)c1	-3%	i	-3%	-1.2%	.	-12%	-1%	0%	-1.7
CN(C)c1cccc(C(=O)OC(C(=O)Nc2ccc(Cl)cc2C(F)(F)F)c2ccccc2)c1 (configuration not stated)	12%	i	1%	4.1%	-25%	?	3%	1%	-0.9
COc1ccc(-c2cc(C3C4C=CCCC4(C)C(=O)N3Cc3ccccc3)ccc2F)cc1 (configuration not stated)	11%	.	.	.	-8%	11µM*	-8%	.	.
Cc1cc(C)c(C)c(S(=O)(=O)NCC(=O)Nc2ccccc2F)c1C	1%	i	15%	0.0%	-9%	-1%	4%	-1%	-2.4
C/C(=N\NC1=N[C@H]2CS(=O)(=O)C[C@H]2S1)c1ccccc1	1%	i	3%	0.2%	8%	15%	4%	0%	-0.1
CCN1CCN(C(=O)Nc2cc(Cl)ccc2OC)CC1	12%	i	-4%	2.6%	-4%	6%	-3%	-10%	0.0
O=C(CS(=O)(=O)c1cccc2nsnc12)N1CCN(c2ccc(F)cc2)CC1	8%	i	.	-1.2%	.	13%	4%	-3%	.
COc1cc(C(=O)N2CCCCC2c2cc(C(=O)Nc3ccccc3Cl)no2)cc(OC)c1C (configuration not stated)	.	i	6%	6.8%	.	?	-29%	-8%	0.1
CSc1sc(-c2nnc(SCC(=O)Nc3ccc(Cl)cc3)n2C)c2c1C=CCC2	-2%	i	0%	0.4%	?	0%	-26%	?	0.4
Cc1ccc(-n2nc(-c3cccnc3)cc2C(=O)N2CCOCC2)c(C)c1	0%	i	-10%	-0.5%	7%	-6%	5%	2%	3.6
CC(=O)c1cc2c(cc1NC(=O)CSc1nnc(C3CC3)n1C)OCO2	.	i	0%	-0.2%	.	-10%	-15%	.	0.9
CN(C)S(=O)(=O)c1ccc(NC(=O)N2CCN(c3cccc(C(F)(F)F)c3)CC2)cc1	?	i	2%	-0.5%	23µM*	-31%	-45%	?	-1.7
Cc1ccc(NC(=O)c2sc3nc(-c4ccc(F)cc4)ccc3c2N)cc1F	?	.	.	0.0%	-6%	-14%	-1%	0%	.
O=C(CSc1ccc(Cl)cc1)Nc1ncccn1	15%	i	23%	-0.3%	14%	-1%	17%	-8%	-3.0
O=C1NC[C@H](CCCCN2C[C@H](Cc3ccc(O)cc3)N(CCc3ccc(O)cc3)C(=O)C2=O)N(CCc2ccccc2)C1=O	.	i	7%	-1.0%	.	.	.	18%	-0.7
O=C(Nc1ccc(F)cc1)c1oc2ccccc2c1NC(=O)C1CCCCC1	4%	i	.	-1.0%	?	-15%	-11%	9%	.
Cc1ccc(C(=O)c2nc(C(=O)NCCO)nc3ccccc23)cc1	2%	i	1%	7.2%	1%	-2%	-11%	-1%	-0.6
CC(=O)N1N=C2/C(=C/c3ccccc3)CCCC2C1c1ccccc1 (configuration not stated)	-7%	i	-1%	4.4%	?	-11%	-3%	-25%	-0.9
O=C(c1cccc(COc2ccc(Cl)cc2Cl)c1)N1CCN(c2ccccn2)CC1	-4%	?	18%	-0.4%	?	?	-3%	?	-1.3
O=C(Nc1oc2ccc(Cl)cc2c(=O)c1-c1ccc(F)cc1)c1ccco1	-6%	i	4%	?	-20%	-21%	-2%	-4%	0.1
FC(F)Oc1ccc(-c2c[n+]3c(n2-c2ccccc2)CCCCC3)cc1	0%	i	9%	-0.5%	-23%	48%[activator]	86%	.	-0.1
CCOC(=O)C1=C(COC(=O)/C=C/c2cc(OC)c(OC)c(OC)c2)NC(=O)NC1C (configuration not stated)	-6%	i	-9%	12%	-18%	-6%	-18%	2%	-3.9
CCOC(=O)c1ccc(-n2c(C)nc3c(cnn3-c3ccccc3C)c2=O)cc1	0%	i	12%	-1.0%	7%	?	0%	1%	1.8
O=C(CC12CC3CC(CC(C3)C1)C2)Nc1nncs1	0%	i	4%	-0.5%	?	0%	-2%	-16%	-2.6
Cc1ccc2oc(-c3ccc(NC(=O)c4oc5ccc(Cl)cc5c4C)cc3)nc2c1	1%	i	.	3.4%	11%	-2%	-20%	11%	.

Remaining list, next part.
SMILES	A549 viability	ATXN viability	EPAC2 agonist	Nrf2 activator	Nrf2 inh	TGFb SMAD3 inh	HepG2 tox	ATXN2 expr inh	IL2 activator
Cn1c(NCC(O)c2ccccc2)nc2c1c(=O)n(Cc1ccc(Cl)cc1)c(=O)n2C (configuration not stated)	-1%	?	25%	1.8%	.	0%	3%	-9%	0.1
O=C(NCCN1CCOCC1)c1ccc(CSc2nc3ccncc3n2Cc2ccc(F)cc2)cc1	-1%	i	5%	1.0%	13%	4%	-2%	.	-2.8
COc1ccc(N(C(=O)c2snc(C(N)=O)c2N)C(C(=O)NC2CCCC2)c2ccc(F)cc2)c(OC)c1 (configuration not stated)	0%	i	-7%	2.5%	-1%	-12%	-1%	-2%	0.0
CCN1CCN(C(=O)c2cn(CCOC)c(=O)c3c2c2ccccc2n3C)CC1	-3%	i	3%	-0.7%	.	-26%	21%	0%	-2.1
COc1ccc(Cl)c(NC(=O)Cn2nnc(-c3ccccc3N)n2)c1	-7%	i	26%	5.6%	-22%	-7%	-12%	-9%	0.4
N=C1c2ccccc2CN1NC(=O)CC12CC3CC(CC(C3)C1)C2	-1%	?	0%	2.6%	11%	?	-2%	1%	-3.9
COc1ccc(CCn2c(C)c(C(C)=O)c3cc(OC(=O)c4ccco4)ccc32)cc1OC	-3%	i	-8%	3.1%	24%	-18%	6%	-16%	-0.1
COc1cc(OC)c(NC(=O)c2ccco2)cc1Cl	1%	i	4%	?	13%	-2%	3%	14%	2.0
Cc1cc(-c2cccc(Br)c2)c(C#N)c(N)n1	3%	i	10%	3.1%	4%	13%	-11%	-11%	0.2
CCN(CC)C(=O)C(C)OC(=O)COc1ccc(Cl)cc1Cl (configuration not stated)	6%	i	-1%	-0.8%	19%	-1%	0%	-5%	0.3
CCCCCOc1ccc(C(=O)N(Cc2ccco2)C2CCS(=O)(=O)C2)cc1 (configuration not stated)	-16%	i	13%	-0.9%	?	-5%	-24%	-2%	-3.3
CC(C)c1ccc(S(=O)(=O)N2CCN(C(C)C(=O)N3CCCC3)CC2)cc1 (configuration not stated)	15%	i	-1%	-0.4%	-7%	-7%	-51%	5%	-0.7
Nc1cc(C(=O)O)ccc1Nc1ccc(F)c(F)c1	4%	i	3%	3.5%	.	-6%	4%	0%	-0.2
O=C(CN1C(=O)S/C(=C\c2ccc(O)c([N+](=O)[O-])c2)C1=O)Nc1ccc(N2CCOCC2)cc1	-12%	i	-4%	-0.5%	-3%	11%	11%	-1%	-1.6
CCOc1ccc(S(=O)(=O)N2CCN(C(=S)NCc3ccco3)CC2)cc1	13%	i	21%	3.8%	-19%	8.9µM*	-22%	-4%	-1.5
Cc1ccc(CN2[C@@H](Cc3ccccc3)C(=O)CS2(=O)=O)cc1	0%	i	5%	0.4%	-10%	?	19%&-47%	7%	0.9
C/C(=N\NC(=O)COc1ccc([N+](=O)[O-])cc1)c1ccco1	-3%	.	5%	13%	1%	-1%	-10%	.	-0.6
CCCCn1nc2cc(C(=O)NCc3ccc(OC(F)(F)F)cc3)ccc2c1OC	0%	i	-3%	0.1%	-30%	?	-14%	-10%	1.0
COc1ccc(-c2cc(C)no2)cc1S(=O)(=O)N1CCc2ccccc21	-1%	.	.	0.6%	-16%	-23%	-21%	.	.
CCOC(=O)C1CCCN(C(=O)C2CCN(c3nnc(C)c4c(C)n(-c5ccccc5)nc34)CC2)C1 (configuration not stated)	4%	i	.	2.3%	?	?	-27%	-14%	.
Nc1c(C(=O)N2CCCCCC2)oc2ccccc12	2%	i	8%	5.7%	?	3%	7%	.	-0.3
COc1ccc(OC)c(/C=N/NC(=O)CNC(=O)c2ccc(S(=O)(=O)N3CCOCC3)cc2)c1	0%	.	0%	-0.6%	-5%	-7%	-5%	-16%	-1.2
CCOC(=O)C1Cc2c([nH]c3ccccc23)C(C)N1 (configuration not stated)	3%	i	-2%	-0.5%	16%	-38%	-45%	-11%	-2.8
Cc1cc(C(=O)NCc2ccccc2F)cs1	-7%	i	6%	4.0%	6%	27%	-14%	35%	-1.4
Cc1nn(Cc2ccccc2Cl)c(C)c1NC(=O)c1ccn(C)n1	-3%	i	10%	0.1%	-24%	0%	-23%	-9%	-0.4
COc1ccc(CNC(=O)CSc2ncn[nH]2)cc1	0%	i	8%	2.5%	29%	-26%	-44%	-13%	3.6
COC(=O)Cc1c(C)c2ccc3c(c2oc1=O)CN(Cc1ccccc1Cl)CO3	11%	i	.	-0.7%	?	-6%	-18%	-7%	.

Two compounds from above, limited to Nrf2 activator and IL2 activator:
canonical_smiles	Nrf2 activator	IL2 activator
CCN1CCN(C(=O)c2cn(CCOC)c(=O)c3c2c2ccccc2n3C)CC1	-0.7%	-2.1
Cc1cc(C(=O)NCc2ccccc2F)cs1	4.0%	-1.4

Assay outcomes from PubChem.
